PfHsp90 yeast 2 – inhibits growth of yeast expressing Plasmodium falciparum Hsp90; S. cerevisiae expressing PfHsp90, BacTiter-Glo ATP, 48 h; yeast lacking PDR1 and PDR3 efflux regulators; AID 504621; actives 0.32% (n = 310,000); inhibition, % at 9.4 µM;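 active = every replicate shows inhibition above about 80%, whatever the replicate mean, limit read from the data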;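 also: 0% = DMSO neutral controls and 100% = 20 µM radicicol positive controls; yeast relying on Plasmodium falciparum Hsp90 in place of its own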
HTR5A inv ctr – counter-screen for OPRM1-OPRD1 inverse agonists: human HTR5A inverse agonism; P47898; HTR5A cell line, luminescence; inhibition, % at 9.3 µM; actives 0.083% (n = 340,000); in the data active = inhibition mostly above about 23%, no sharp cut-off; inactive = mostly below about 18%;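 also: 0% = cells with DMSO and 100% = no-cell wells with DMSO; some compounds called inactive have numbers as strong as hits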
Target sequence (P47898 whole entry, looked up): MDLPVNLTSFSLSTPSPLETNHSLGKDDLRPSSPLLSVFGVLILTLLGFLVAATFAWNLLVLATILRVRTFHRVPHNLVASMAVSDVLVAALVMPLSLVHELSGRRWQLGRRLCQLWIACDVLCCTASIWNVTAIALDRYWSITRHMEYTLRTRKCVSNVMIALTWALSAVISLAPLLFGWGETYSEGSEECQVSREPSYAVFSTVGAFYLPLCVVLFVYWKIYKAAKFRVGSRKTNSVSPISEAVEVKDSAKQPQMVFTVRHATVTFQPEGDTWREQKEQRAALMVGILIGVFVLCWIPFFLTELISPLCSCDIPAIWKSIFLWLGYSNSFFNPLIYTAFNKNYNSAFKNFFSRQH
AddAB inh – less growth of phage-infected E. coli with AddAB; E. coli expressing H. pylori AddAB, absorbance growth; inhibition, % at 11.9 µM; actives 0.29% (n = 330,000); AID 435030; in the data active = inhibition above about 12%;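 also: 0% = vehicle wells of infected cells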
PKA-R2B activ – PKA-R2B complex activation; activation, % at 11.4 µM; PKA-R2B holoenzyme dissociation, Cy5-IP20 fluorescence polarization; R2B truncated from residue 108, S112A mutant; 0% DMSO only, 100% 113 µM cGMP; actives 0.079% (n = 340,000); AID 504700; P22694+P31323;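 active = activation above a cutoff set at the mean over all compounds plus 3 SD, cut at about 18% in these data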;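 also: higher means more holoenzyme dissociation and a rise in polarization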
Target sequence (P31323 whole entry, looked up, other chains not shown, the tested form may be a part): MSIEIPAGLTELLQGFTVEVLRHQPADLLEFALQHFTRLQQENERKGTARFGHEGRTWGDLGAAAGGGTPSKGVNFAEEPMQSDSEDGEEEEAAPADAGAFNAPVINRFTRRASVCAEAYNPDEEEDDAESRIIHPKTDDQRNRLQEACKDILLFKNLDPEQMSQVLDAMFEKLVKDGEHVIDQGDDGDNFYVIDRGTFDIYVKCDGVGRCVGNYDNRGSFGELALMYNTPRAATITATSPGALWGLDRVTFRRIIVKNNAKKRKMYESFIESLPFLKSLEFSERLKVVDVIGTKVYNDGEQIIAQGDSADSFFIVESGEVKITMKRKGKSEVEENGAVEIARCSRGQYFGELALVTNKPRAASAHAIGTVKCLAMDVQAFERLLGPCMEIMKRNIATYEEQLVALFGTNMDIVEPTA
Tat transport – blocks Tat-dependent protein export in E. coli; E. coli MC4100 TorA-mCherry Tat export, fluorescence; inhibition, % at 10 µM; actives 0.036% (n = 340,000);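 active = mean replicate inhibition at least 50% and at least half of replicates individually reaching 50%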;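 also: exported cargo escapes ClpAP degradation while cytoplasmic cargo is degraded and loses fluorescence; 0% = median of neutral control wells and 100% = median of NaSCN control wells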
Mot1-301 SUMO – blocks SUMOylation pathway, rescuing yeast Mot1-301 growth; S. cerevisiae Mot1-301 growth rescue, ATP luminescence, 38.5C; percent above DMSO median, 100 means doubled; growth rescue, % at 18.8 µM; actives 1% (n = 320,000); AID 2716;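 active = every valid replicate shows activation above 250% relative to neutral control wells; inactive = the rest, any valid replicate at or below 250%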;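 also: OY570 slx delta 5 strain wells were the positive control but not used for scaling; some compounds called inactive have numbers as strong as hits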
MOR-DOR inv ag – inverse agonist of human OPRM1-OPRD1 heterodimerization; cell-based MOR-DOR heterodimer luminescence, inverse agonism; inhibition, % at 9.3 µM; actives 0.21% (n = 340,000); in the data active = inhibition above about 22%, passing the limit was not always enough;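 also: 0% = cells with DMSO and 100% = wells without cells with DMSO; values of inactives mirror those of a sister screen read the other way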
OPRM1-OPRD1 ag – OPRM1-OPRD1 heterodimerization agonism. actives 0.3% (n = 340,000). activation, % at 9.3 µM. P35372+P41143. cells, luminescence. AID 504326; in the data active = activation above about 18%;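 also: 0% = vehicle-treated cells and 100% = reference agonist; values of inactives mirror those of a sister screen read the other way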
phage Ecoli inh – E. coli growth loss with phage present; inhibition, % at 11.9 µM; growth absorbance; actives 0.26% (n = 360,000); AID 651602; in the data active = inhibition above about 11%
E coli growth – counter-screen for AddAB inhibitors: E. coli growth inhibition; E. coli V3065 growth, OD600 absorbance, 18 h; inhibition, % at 11.9 µM; actives 0.27% (n = 330,000);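 active = inhibition above the campaign's mean inhibition across all tested compounds plus 3 SD, cut at about 9.9% in these data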;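 also: uninfected addAB+ strain grown without phage in ampicillin broth; 0% = DMSO wells and 100% = ciprofloxacin 0.95 µg/ml wells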
PKA-R1A act – PKA-R1A complex activation. P00514+P68181. PKA-R1A dissociation, Cy5-IP20 fluorescence polarization; scaled: DMSO 0%, 113 µM cGMP 100%. activation, % at 11.4 µM. actives 0.083% (n = 340,000). AID 504707;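 active = percent activation above the mean of all tested compounds plus 3 SD, cut at about 19% in these data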;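 also: higher means more PKAc released from R1A so a rise in polarization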
* marks the source's active call; other numbers are inactive results; x = no result given.

SMILES | PfHsp90 yeast 2 | HTR5A inv ctr | AddAB inh | PKA-R2B activ | Tat transport | Mot1-301 SUMO | MOR-DOR inv ag | OPRM1-OPRD1 ag | phage Ecoli inh | E coli growth | PKA-R1A act
Cc1cc(Nc2cccc([N+](=O)[O-])c2)n2c(nc3ccccc32)c1C#N | -16 | -15 | -0.3 | 7 | 6 | -12 | -39 | 6.7 | 0.1 | -1.4 | 3
OCC[C@H]1C[C@H](O)[C@@H](O)[C@]2(Cc3ccccc3O2)O1 | -8 | 12 | 0.8 | -14 | -5 | 12 | -5 | 0.9 | 0.0 | -0.3 | -4
Cc1ccc2nc(NC(=O)c3ccc(Br)o3)sc2c1 | 0 | 8 | 3.8 | -2 | 18 | 13 | -8 | 1.5 | 0.4 | 0.7 | -6
CC(=O)N1CCN(S(=O)(=O)c2cccc(C(=O)Nc3nc4c(s3)CCCC4)c2)CC1 | 0 | -6 | 0.2 | -6 | 5 | -9 | 2 | -0.4 | 4.6 | 2.5 | -12
CCCCc1ncc(CN2CCC(n3nccc3NC(=O)c3ccccc3Cl)CC2)[nH]1 | 4 | -15 | 4.5 | -5 | -1 | -6 | 13 | -2.5 | 1.4 | -0.1 | -8
O=C(NN=C(Cc1ccccc1)Cc1ccccc1)c1ccccc1O | 19 | x | 0.0 | x | -7 | -3 | x | x | 4.3 | -3.0 | x
O=C(NC1CCN(C(=S)Nc2ccc(Cl)cc2)CC1)C1CCCCC1 | 8 | -35 | 3.9 | -11 | -2 | 76 | -21 | 2.5 | -0.5 | 1.9 | -3
O=C(C[n+]1ccccc1)c1ccc(Cl)cc1 | -16 | 23 | -0.2 | -2 | 1 | -32 | 11 | -2.4 | -0.4 | 2.0 | -1
COc1ccc(-c2noc(CCC(=O)NC3CCCC3)n2)cc1 | 6 | 0 | 0.1 | -4 | -3 | 0 | 6 | -1.2 | 3.4 | 0.0 | 6
CCN(CC)S(=O)(=O)c1cccc(-c2nnc(SCC(=O)NC3CCCC3)n2N)c1 | x | -16 | -1.6 | 3 | 6 | -3 | 7 | -1.4 | 1.6 | -1.4 | -8
CC(=O)c1ccc(NC(=O)CSc2n[nH]c(-c3cccnc3)n2)cc1 | 22 | 7 | 2.0 | -15 | 0 | -23 | -7 | 0.9 | 3.9 | 0.6 | -6
COc1ccc(Oc2coc3cc(OC(=O)/C=C/c4ccc(F)cc4)ccc3c2=O)cc1 | -9 | -13 | 1.1 | 2 | 4 | 0 | -1 | 0.1 | 1.4 | 0.6 | -9
Cc1ccc2c(c1)C1(OCCCO1)C(=O)N2 | -22 | -12 | 4.2 | -7 | 1 | -11 | 10 | -1.9 | 1.4 | -1.7 | -10
CCOc1ccc(NC(=O)c2cccc(-n3cnnn3)c2)cc1 | x | 18 | 0.0 | 6 | 4 | 83 | 7 | -1.5 | 3.3 | 0.6 | 6
O=[N+]([O-])c1ccc(-c2nc(-c3ccncc3)no2)cc1 | -19 | -7 | 2.4 | -1 | -1 | -21 | -26 | 5.2 | 2.0 | 1.0 | 2
CCCCC(=O)Nc1cccc(NC(=S)NC(=O)Cc2ccccc2)c1 | -5 | 9 | 3.9 | -3 | 4 | 2 | 7 | -1.3 | 2.5 | 0.3 | 2
CNC(=O)NC(=O)C(NC1CCCc2ccccc21)c1ccccc1 (stereo not drawn) | -15 | -14 | 4.7 | 1 | 9 | 36 | 0 | 0.0 | 3.0 | 2.7 | -12
COc1cc(/C=N/NC(=O)c2ccc3nc[nH]c3c2)ccc1O | -37 | -1 | -0.1 | -12 | -3 | -17 | 10 | -1.8 | -0.1 | 0.1 | 3
O=C(c1cc(F)c(F)cc1Cl)N1CCN(c2ncccn2)CC1 | -3 | -10 | 4.3 | 19* | -13 | 1 | 7 | -1.5 | -0.4 | 2.2 | -8
COc1ccc(OC)c(C(=O)c2ccc(C(=O)Nc3ccccc3)cc2)c1 | 0 | -6 | 4.2 | -19 | 5 | 14 | 13 | -3.0 | 2.7 | 0.5 | -19
Cc1ccc(C)c(N2CCN(C(=O)Cc3ccc(-n4c(=O)[nH]c5ccsc5c4=O)cc3)CC2)c1 | -10 | -8 | 2.8 | -3 | 7 | 1 | 16 | -3.0 | 3.8 | 0.9 | 0
COc1ccccc1NC(=O)/C(=C\c1cccnc1)NC(=O)c1ccccc1 | -13 | 4 | 1.1 | -14 | 1 | -8 | 3 | -0.5 | 0.7 | -1.5 | -7
CC(Oc1ccc(Cl)cc1)C(=O)Nc1ccccc1N1CCOCC1 (stereo not drawn) | 15 | -6 | -0.9 | 0 | 9 | -3 | -23 | 4.6 | 4.4 | 0.6 | 2
O=C(O)c1sc2cccc(Cl)c2c1Cl | 5 | 5 | 5.5 | -4 | -6 | -4 | 10 | -1.8 | 3.2 | 1.6 | -5
COc1cc(NC(=O)c2cccc(Cl)c2)c(OC)cc1NC(=O)CN1CCOCC1 | -2 | -13 | 3.6 | -5 | -5 | 2 | 0 | 0.1 | 0.4 | 0.1 | -1

Single records, as listed above.
OCC[C@H]1C[C@H](O)[C@@H](O)[C@]2(Cc3ccccc3O2)O1 is listed as PfHsp90 yeast 2: -8; HTR5A inv ctr: 12; AddAB inh: 0.8; PKA-R2B activ: -14; Tat transport: -5; Mot1-301 SUMO: 12; MOR-DOR inv ag: -5; OPRM1-OPRD1 ag: 0.9; phage Ecoli inh: 0.0; E coli growth: -0.3; PKA-R1A act: -4
CC(=O)N1CCN(S(=O)(=O)c2cccc(C(=O)Nc3nc4c(s3)CCCC4)c2)CC1 is listed as PfHsp90 yeast 2: 0; HTR5A inv ctr: -6; AddAB inh: 0.2; PKA-R2B activ: -6; Tat transport: 5; Mot1-301 SUMO: -9; MOR-DOR inv ag: 2; OPRM1-OPRD1 ag: -0.4; phage Ecoli inh: 4.6; E coli growth: 2.5; PKA-R1A act: -12

Continuation:
SMILES | PfHsp90 yeast 2 | HTR5A inv ctr | AddAB inh | PKA-R2B activ | Tat transport | Mot1-301 SUMO | MOR-DOR inv ag | OPRM1-OPRD1 ag | phage Ecoli inh | E coli growth | PKA-R1A act
O=C(NCc1ccc2c(c1)OCO2)c1cc(S(=O)(=O)N2CCCCC2)ccc1F | -21 | -11 | 2.4 | -23 | -1 | 16 | 3 | -0.6 | 1.2 | -1.2 | 0
Cc1cc(C)c(C(=O)NCC(=O)c2ccccc2)c(C)c1 | 0 | -15 | 0.8 | 4 | -4 | -9 | 11 | -2.0 | 2.6 | 2.0 | -2
CC1CCC(NC(=O)c2nn(C)c3c2CSc2ccccc2-3)CC1 (stereo not drawn) | 4 | -5 | 4.2 | -7 | -5 | -9 | 0 | -0.1 | -1.3 | -0.9 | -3
Brc1ccc(-c2nnc(-c3cccc(Br)c3)o2)cc1 | x | 2 | 2.9 | 7 | -8 | 3 | 18 | -3.7 | 2.1 | -0.6 | -20
COCCN(CCOC)S(=O)(=O)c1ccc(Cl)nc1 | -5 | -20 | 3.1 | 1 | -1 | -20 | 17 | -3.1 | 5.9 | 1.5 | 5
O=C(Cc1ccc(F)cc1)Nc1ccc2[nH]ncc2c1 | -8 | -11 | 4.8 | 0 | 4 | 10 | 13 | -2.7 | -3.1 | -1.7 | -13
CCOc1ncccc1C(=O)Nc1ccc(S(=O)(=O)N2CC(C)CC(C)C2)cc1 (stereo not drawn) | 16 | -1 | -0.9 | -4 | 5 | -19 | 12 | -2.4 | 1.3 | -2.1 | -8
Cn1c(=O)oc2cc(S(=O)(=O)N3CCC(C(=O)N4CC=C(c5ccccc5)CC4)CC3)ccc21 | 1 | -14 | x | 3 | -13 | x | -2 | 0.4 | 4.0 | x | 5
CCOc1cc(C(=O)O/N=C(\N)c2ccccn2)cc(OCC)c1OCC | -17 | -15 | -1.4 | -8 | 2 | 1 | -16 | 3.3 | 0.4 | -1.8 | -2
CN1C2C=C3C(C#N)=C(N)C(C#N)(C#N)[C@@H](c4ccc(Cl)cc4)[C@@H]3C1CC2 (stereo partly drawn) | -38 | 23 | 1.6 | 5 | -6 | 62 | 7 | -1.7 | -0.4 | -2.4 | 2
O=C(O)C1C2CCC(C2)C1C(=O)NCCc1cccc(Cl)c1 (stereo not drawn) | 10 | -29 | 2.3 | 2 | -1 | 0 | 11 | -2.3 | 0.5 | 0.6 | 0
NC(=O)C1CCN(CC(=O)Nc2nc(-c3ccccc3)cs2)CC1 | 12 | 7 | 5.2 | -12 | -1 | -9 | 9 | -2.0 | 4.1 | 0.0 | 0
CC(C)c1ccc(-c2nn[nH]n2)cc1 | x | 6 | 1.1 | 1 | -2 | -5 | 18 | -3.5 | 3.3 | 1.4 | -14
CN(Cc1nccs1)C(=O)C1CCC(=O)N(Cc2ccccc2F)C1 (stereo not drawn) | -5 | 7 | -1.4 | -3 | 1 | 5 | 4 | -0.7 | 1.8 | -2.4 | 7
Oc1c(CN2CCN(c3ccccn3)CC2)cc(Cl)c2cccnc12 | -9 | 26 | 2.3 | -7 | 3 | 105 | -24 | 5.1 | x | 0.5 | 1
CC(C)C(NC(=O)/C(=C/c1ccco1)NC(=O)c1ccc(Br)o1)C(=O)O (stereo not drawn) | 12 | 0 | 1.2 | 3 | -3 | -15 | 11 | -2.3 | -0.9 | -1.7 | 4
COc1ccc(-n2c(=S)[nH]c3cc(C(=O)NCc4ccco4)ccc3c2=O)c(OC)c1 | -97 | 14 | -0.4 | -3 | -17 | 14 | 31 | -4.9 | -0.9 | 0.2 | -1
Cc1ccc(NS(=O)(=O)c2c(C)nc3sccn3c2=O)c(C)c1 | 14 | 8 | -2.9 | 11 | -7 | -7 | 6 | -1.1 | 3.6 | 0.2 | -9
O=C(O)/C=C\C(=O)Nc1ccccc1C(=O)N1CCC(O)(c2ccc(Cl)cc2)CC1 | -6 | -20 | x | -5 | 1 | x | 4 | -0.9 | 2.0 | x | -2
CN(c1nc(-c2ccccc2)cs1)C1CCS(=O)(=O)C1 (stereo not drawn) | 12 | -12 | 1.1 | -3 | -5 | 4 | 10 | -1.8 | 2.2 | 2.7 | -3
FC(F)(F)c1nc2ccccc2n2c(-c3c(Cl)cccc3Cl)nnc12 | 12 | 0 | 2.4 | -6 | 4 | 1 | -34 | 8.3 | 1.3 | -3.6 | 0
O=C(O)CCCCCNC(=O)Nc1ccc2c(c1)OCCO2 | -14 | 3 | 2.7 | -3 | 12 | -10 | 4 | -0.7 | 1.0 | 3.4 | -11
Cc1ccc2c(n1)CC(C)(C)C/C2=N\O | -27 | -11 | 2.2 | -4 | -4 | 0 | 5 | -0.9 | 3.3 | -2.2 | 8

PKA-R2B activ: what is marked active above
smiles | PfHsp90 yeast 2 | AddAB inh | PKA-R2B activ | Tat transport | Mot1-301 SUMO | MOR-DOR inv ag | OPRM1-OPRD1 ag | phage Ecoli inh | PKA-R1A act
O=C(c1cc(F)c(F)cc1Cl)N1CCN(c2ncccn2)CC1 | -3 | 4.3 | 19* | -13 | 1 | 7 | -1.5 | -0.4 | -8
